# ALOX12 inh: blocks human arachidonate 12S-lipoxygenase; P18054; purified 12hLO, xylenol orange hydroperoxide absorbance; Potency, µM (highest dose often 108 µM), for the others: at the highest dose activity change, negative = inhibition, actives largely listed as inhibitors; actives 1.1% (n = 580,000); AID 1671190; also: potency is read from the fitted curve at half-maximal effect; % is scaled to controls: 0 for no effect and ±100 for the full control effect
#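 Purified human 12hLO (150 nM final) in 25 mM Hepes, 0.01% Triton X-100, pH 7.0 was preincubated 15 min at room temperature with compound. Then 40 uM arachidonic acid was added, 30 min. Hydroperoxide was read by Fe-XO absorbance ratio 573/405 nm.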
# Apoferritin bind: candidate novel general anesthetic via apoferritin binding; Potency, µM (highest dose often 77.5 µM), without a hit: at the highest dose activity change, negative = displacement, most hits filed as inhibitors; P02791; apoferritin/1-aminoanthracene competitive binding, fluorescence; actives 0.074% (n = 350,000); also: potency is read from the fitted curve at half-maximal effect; % is scaled to controls: 0 for no effect and ±100 for the full control effect; nearly all actives have a fitted effect of over 20% in size
# Target sequence (P02791 2-175 limits assumed): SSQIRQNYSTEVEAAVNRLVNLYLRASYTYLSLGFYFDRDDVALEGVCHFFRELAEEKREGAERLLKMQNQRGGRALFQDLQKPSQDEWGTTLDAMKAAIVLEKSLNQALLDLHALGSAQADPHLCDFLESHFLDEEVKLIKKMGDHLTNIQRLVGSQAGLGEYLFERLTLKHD
#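 10 uM apoferritin + 50% sat. 1-AMA, PBS; cpd 10 min RT; Ex380/Em535 endpoint; normalized to free probe vs complex; 4-param Hill fit; propofol titration as pos. ctrl.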
# APEX1 inh: inhibitors of human APE1 endonuclease | P27695 | recombinant APE1, TAMRA/BHQ-2 abasic DNA cleavage fluorescence | Potency, µM (highest dose often 65.8 µM), for the others: top-dose activity change, negative = inhibition, most hits filed as inhibitors | actives 0.35% (n = 350,000) | AID 2517;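 also: potency is read from the fitted curve at half-maximal effect; plate controls were vehicle for no effect and reference inhibitor for full effect; nearly all actives have a fitted effect of over 55% in size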
#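 Activity was derived from the fluorescence gain between first and third kinetic reads (60 s intervals, ex 525/em 598 nm) after 50 nM THF-abasic TAMRA/BHQ-2 duplex was added to 0.75 nM APE1 preincubated 15 min with compound.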
# Pol beta inh: blocks human DNA polymerase beta activity; P06746; Pol beta primer extension/strand displacement, fluorescence kinetic; Potency, µM (doses to about 114 µM), for the others: top-dose activity change, negative = inhibition, usual class: inhibitors; actives 1.3% (n = 340,000); also: potency is read from the fitted curve at half-maximal effect; % is scaled to controls: 0 for no effect and ±100 for the full control effect
#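 10 nM enzyme + cpd, 15 min RT; start with substrate 50 nM final; read 0 min and after 10 min RT. Corrected, normalized data; 4-parameter Hill curve fit.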
# Pol iota inh: blocks human DNA polymerase iota activity. AID 588590. actives 1% (n = 390,000). Pol iota fluorescent replication assay, 10 min. Q9UNA4. Potency, µM (highest dose often 115 µM), for the others: at the highest dose activity, negative = inhibition, usual class: inhibitors; also: potency is read from the fitted curve at half-maximal effect
#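 Fluorescent replication assay read twice, at 0 min and 10 min after adding 50 nM (final) substrate. Enzyme (10 nM) and compounds were first incubated 15 min at room temperature; enzyme-free buffer wells were negative controls.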
# BLM helicase inh: Bloom syndrome helicase (human) inhibition; actives 0.2% (n = 350,000); recombinant BLM DNA unwinding, fluorescence dequenching; Potency, µM (doses to about 56.1 µM), without a hit: top-dose activity change, negative = inhibition, hits mostly inhibitors;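 also: potency is read from the fitted curve at half-maximal effect; plate controls were vehicle for no effect and no enzyme for full effect; nearly all actives have a fitted effect of over 35% in size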
# TRHR ag: agonists of human TRH receptor; P34981; TRHR cells, calcium flux fluo-8, FDSS agonist mode; activation, % at 2 µM; actives 0.18% (n = 360,000); AID 493084; in the data active = activation above about 30%; also: 0% is about no effect
#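 In this calcium-flux screen, cells bearing human TRHR are dye-loaded with fluo-8, baselined for 10 cycles, then exposed to library compounds; positive kinetic calcium responses during the agonist phase mark hits, with TRH as control.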
# ERG-DNA inh: inhibitors of human ERG Ets domain-DNA interaction | Potency, µM (titrated, usually from 76.9 µM), for the others: at the top dose FP activity, negative = inhibition, hits mostly inhibitors | actives 0.028% (n = 370,000) | fluorescence polarization, His-ERG Ets domain / labelled DNA; active = well fitted inhibition curve with a large enough effect in the polarisation, with a control signal flat; inconclusive = small, poorly fitted or top-dose-only effect, or effect the other way, or a change in a side signal; inactive = no such curve, though single readings can be large or run the other way; the % refers to the polarisation;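 also: polarization taken with two DNA probes labelled with fluorescein and Texas red; potency is read from the fitted curve at half-maximal effect; % of control where 0% means no effect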
#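 His-tagged ERG Ets domain (1 uM in the protein solution; 300mM KCl, 50mM Tris-HCl, 1mM EDTA, 1mM DTT, pH 7.5) received compound, then a probe mix of 5 nM fluorescein-DNA and 100nM Texas-615-DNA. Fluorescence polarization was read for both dyes.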
# POLK inh: inhibitors of human DNA polymerase kappa. AID 588579. actives 0.53% (n = 400,000). Potency, µM (titrated, usually from 107 µM), for inactives: at the highest dose activity, negative = inhibition, usual class: inhibitors. purified Pol kappa, fluorescent DNA synthesis assay, 10 min; also: potency is read from the fitted curve at half-maximal effect; % is scaled to controls: 0 for no effect and ±100 for the full control effect
# Target sequence (Q9UBT6 whole entry, looked up): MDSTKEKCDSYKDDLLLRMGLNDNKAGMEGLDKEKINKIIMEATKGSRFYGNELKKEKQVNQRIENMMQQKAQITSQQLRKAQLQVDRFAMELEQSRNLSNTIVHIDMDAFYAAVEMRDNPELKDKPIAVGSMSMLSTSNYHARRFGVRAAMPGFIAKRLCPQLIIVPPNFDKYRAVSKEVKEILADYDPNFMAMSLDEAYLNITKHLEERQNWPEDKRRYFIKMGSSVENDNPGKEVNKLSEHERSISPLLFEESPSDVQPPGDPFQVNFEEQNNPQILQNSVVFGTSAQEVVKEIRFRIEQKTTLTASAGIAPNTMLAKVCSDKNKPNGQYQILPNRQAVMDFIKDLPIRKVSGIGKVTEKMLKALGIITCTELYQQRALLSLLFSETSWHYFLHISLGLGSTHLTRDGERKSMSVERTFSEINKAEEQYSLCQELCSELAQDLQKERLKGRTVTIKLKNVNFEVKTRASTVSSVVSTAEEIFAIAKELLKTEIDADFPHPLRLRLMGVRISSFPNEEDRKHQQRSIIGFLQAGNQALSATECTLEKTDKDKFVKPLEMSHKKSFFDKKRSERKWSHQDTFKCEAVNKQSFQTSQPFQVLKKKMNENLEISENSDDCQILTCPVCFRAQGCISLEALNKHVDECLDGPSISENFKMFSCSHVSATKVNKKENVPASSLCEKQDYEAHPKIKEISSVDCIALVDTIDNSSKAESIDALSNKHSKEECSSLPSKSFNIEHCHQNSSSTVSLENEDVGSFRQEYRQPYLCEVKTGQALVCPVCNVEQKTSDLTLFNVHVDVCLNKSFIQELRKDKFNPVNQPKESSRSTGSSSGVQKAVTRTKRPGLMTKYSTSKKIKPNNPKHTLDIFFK
#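 Here, compound and 10 nM enzyme are combined for 15 min at room temperature; adding 50 nM substrate (final) starts DNA synthesis, tracked by fluorescence at 0 and 10 min against buffer-only wells.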
# Active calls of the source: *; ? = inconclusive; . = no result given; [ ] = dose if it differs, or a comment. Unless noted, calls follow the shape of the dose curve; as a rule, active = well fitted curve in the direction sought with a large enough effect; inconclusive = small, poorly fitted or top-dose-only effect, or another doubt; inactive = no such curve, though single readings can be large; an effect the other way counts as inactive or inconclusive.
# Start of the data: the first 8 records, to show the layout:
SMILES,ALOX12 inh,Apoferritin bind,APEX1 inh,Pol beta inh,Pol iota inh,BLM helicase inh,TRHR ag,ERG-DNA inh,POLK inh
CN(C(=O)c1ccc(COc2ccccc2Br)o1)c1ccccc1,-13%,-13%,-4%,4%,-3%,-15%,-0.5,0%,-10%[60.1 µM]
Fc1cccc(-c2nn[nH]n2)c1,25µM*,1%,3%,5%,15%,3%,0.4,0%,3%
COc1ccc(N=NC2=C(O)CC(C)(C)CC2=O)cc1,?,?,2%,-23%,12%,3%,-0.3,0%,-8%
O=C(NCc1ccncc1)C(=O)Nc1nccs1,43%[activator],5%,1%,-10%,30%,2%,-0.8,-2%,-5%
Cc1cnnc2ccc3c(no[n+]3[O-])c12,?,-16%,-10%,22%,-13%,-4%,0.4,2%,-21%
CCC1(c2ccccc2)NC(=O)N(CC(=O)Nc2ccc(OC)nc2)C1=O (stereo not given),-64%,-17%,1%,20%,200%[activator],-2%,12,-1%,-5%
CCCCNC(=O)CSc1nnc(-c2ccco2)n1C,0%[57.4 µM],-7%,6%,33%,5%,-2%,0.0,-15%,-20%
CN(CC(=O)NCCCN1CCOCC1)S(=O)(=O)c1ccc(Br)cc1,429%[activator],38%[activator],-3%,15%,2%,3%,0.4,5%,-3%

# The list itself, repeating the preview:
SMILES,ALOX12 inh,Apoferritin bind,APEX1 inh,Pol beta inh,Pol iota inh,BLM helicase inh,TRHR ag,ERG-DNA inh,POLK inh
CN(C(=O)c1ccc(COc2ccccc2Br)o1)c1ccccc1,-13%,-13%,-4%,4%,-3%,-15%,-0.5,0%,-10%[60.1 µM]
Fc1cccc(-c2nn[nH]n2)c1,25µM*,1%,3%,5%,15%,3%,0.4,0%,3%
COc1ccc(N=NC2=C(O)CC(C)(C)CC2=O)cc1,?,?,2%,-23%,12%,3%,-0.3,0%,-8%
O=C(NCc1ccncc1)C(=O)Nc1nccs1,43%[activator],5%,1%,-10%,30%,2%,-0.8,-2%,-5%
Cc1cnnc2ccc3c(no[n+]3[O-])c12,?,-16%,-10%,22%,-13%,-4%,0.4,2%,-21%
CCC1(c2ccccc2)NC(=O)N(CC(=O)Nc2ccc(OC)nc2)C1=O (stereo not given),-64%,-17%,1%,20%,200%[activator],-2%,12,-1%,-5%
CCCCNC(=O)CSc1nnc(-c2ccco2)n1C,0%[57.4 µM],-7%,6%,33%,5%,-2%,0.0,-15%,-20%
CN(CC(=O)NCCCN1CCOCC1)S(=O)(=O)c1ccc(Br)cc1,429%[activator],38%[activator],-3%,15%,2%,3%,0.4,5%,-3%
NC(=O)C1CCN(CC(=O)Nc2ccccc2Sc2ccccc2)CC1,-6%,-2%,-2%,-7%,27%,-10%,0.1,.,-18%
CC(C)CC1Nc2ccc(C(=O)NCCCOC(C)C)cc2NC1=O (stereo not given),-13%,-7%,.,4%,29%,-2%,0.4,0%,-9%
Cc1nc2ccccc2c(=O)n1-c1ccc(F)c(NC(=O)c2cccs2)c1,-3%,.,-10%,.,23%,.,-0.4,14%,-3%
COc1cc(OC)cc(-c2c(C#Cc3ccsc3)c3cc(-c4ccc(C(N)=O)cc4)ccc3n2C)c1,-6%,.,-5%,.,-28%,.,-0.6,-9%,0%
COc1ccc(S(=O)(=O)N2CCCC(C(=O)NCCC(C)C)C2)cc1 (stereo not given),-12%,-10%,-1%,9%,43%[activator],-3%,-0.7,-1%,-6%
C=CCn1c(-c2cc(-c3ccc(C)cc3)nc3ccccc23)n[nH]c1=S,?,?,-2%,27%,36%[activator],-8%,-0.6,-16%,-1%
CCOC(=O)c1cc(-c2ccc(C)cc2)n(CCC(=O)NCc2ccccc2)c1C,3%,94%[activator],.,4%,7%,-7%,1.2,0%,6%
CC(=O)Nc1ccc(S(=O)(=O)NC2=C(N3CCN(c4ccc(F)cc4)CC3)C(=O)c3ccccc3C2=O)cc1,-11%,-19%,-4%,-20%,?,-14%,-0.1,-2%,-20%
CCc1nc(SCC(=O)Nc2nccs2)c2oc3ccccc3c2n1,6%,-5%,-4%,16µM*,32µM*,-11%,0.7,-9%,-20%
CN(Cc1cn(C)nc1-c1ccccc1F)Cc1nccn1C,13%,-4%,15%,-14%,-3%,1%,4.4,-4%,12%
O=C(O)c1ccc(/C=N/Nc2ccc(C(F)(F)F)cn2)cc1,1%,-11%,0%,0%,54%[activator],-1%,0.4,2%,-9%
Cc1ccc(-n2nnnc2SCC(=O)NC2CCCc3ccccc32)cc1 (stereo not given),-6%,1%,-12%,-15%,-10%,-1%,-0.9,.,-8%
CC1(C2CCC3(C)OC3C2)CO1 (stereo not given),12%,.,.,.,26%,.,.,12%,15%
COc1ccc(CNC(=S)NC(C)CCc2ccccc2)cc1 (stereo not given),40µM*,-17%,-1%,14%,25%,-3%,-0.3,-3%,-2%
CC1=NN(c2ccccc2)C(=O)C1C(=O)c1ccc([N+](=O)[O-])cc1 (stereo not given),-25%,-2%,?,25%,?,-8%,2.8,-13%,0%[60.1 µM]
OCCN1CCN(CCCN2c3ccccc3Sc3ccc(C(F)(F)F)cc32)CC1,?,-4%,-4%,0%,-14%,3%,4.7,22%,-9%[60.1 µM]
COc1ccc(NC(=O)c2cc3ccccc3oc2=O)c(OC)c1,-9%,-8%,-4%,42%,26%,-5%,0.4,-6%,-5%
Cc1nc(NC(=S)NC(=O)c2cccs2)ccc1Br,7%,-6%,-11%,0%,23%,1%,0.2,3%,-4%
Cc1c(C(=O)N(C)C)sc2c1c(=O)n(-c1ccc(Cl)cc1)c(=O)n2CC(=O)C(C)(C)C,-8%,-2%,.,-2%,11%,2%,0.2,9%,2%[60.1 µM]
O=C1c2ccccc2C(=O)N1CCCCON1C(=O)c2ccccc2C1=O,-7%,-9%,-1%,-4%,6%,4%,-0.1,2%,-12%
CCOC(=O)N1CCc2c(sc3nc4n(c(=O)c23)N=C(c2ccc(OC)cc2)CS4)C1,?,4%,1%,2%,?,-8%,0.7,10%,1%
COC(=O)c1cccnc1-n1c(=O)c2cccnc2n(CC(=O)Nc2c(C)cc(C)cc2C)c1=O,-25%,-17%,.,30%,-8%,-10%,-0.4,11%,-4%
CCN1CC(CN(C)Cc2nc(-c3ccco3)oc2C)CC1=O (stereo not given),1%,-9%,-1%,-24%,35%[activator],0%,1.3,4%,-5%
COc1cc(OC)c(NC(=O)c2ccc(Br)o2)cc1Cl,10%,?,-3%,-4%,9%,-5%,0.4,-7%,-11%
Cc1ccc(-n2nnc(-c3nsc(NC(=O)c4ccccc4)n3)c2C)cc1,-29%,-8%,.,2%,?,-11%,1.5,-1%,-7%[60.1 µM]
CCn1c(=O)n(CC(=O)Nc2ccc(F)cc2)c(=O)c2ccccc21,-1%,-10%,-2%,15%,-20%,-11%,0.7,-2%,-3%
CCOC(=O)c1ccc(Oc2c(C)oc3cc(OS(C)(=O)=O)ccc3c2=O)cc1,-11%,-19%,-2%,-1%,-3%,-14%,2.4,-4%,-8%
O=C1c2cccnc2C(=O)N1Cc1ccc(F)cc1,-6%,-3%,2%,13%,-10%,0%,0.2,-4%,-24%
COc1c(OC)c(O)c2c(=O)c(O)c(-c3ccccc3)oc2c1OC,?,-14%,15%,5%,22%,-11%,0.2,-4%,-3%
CCCN1CCC(Oc2cccc(C(=O)NCCc3ccccc3)c2)CC1,0%,-18%,5%,9%,4%,1%,-1.0,8%,-17%
COc1cc(SC)ccc1C(=O)N(Cc1ccccc1)c1ccccn1,?,7%,-3%,11%,52%[activator],-7%,-0.8,4%,5%
COc1cccc(C(C#N)N2N=C(C)CC2(C)C)c1O (stereo not given),?,0%,1%,28%,7%,-1%,0.0,.,0%
CCCCc1cc(=O)oc2c(C)c(OCC(=O)N3CCC(C(=O)O)(c4ccccc4)CC3)ccc12,-18%,-13%,7%,-9%,15%,1%,-0.2,-1%,-19%
O=S(=O)(N1CCCCC1)n1nnc2ccccc21,-2%,-2%,2%,-1%,29%,-3%,-0.9,.,-2%
Cc1ccccc1CS(=O)(=O)Cc1ccc(C(=O)NC2CCCCC2)o1,-4%,-5%,7%,17%,?,-2%,-0.6,13%,-6%
CCOC(=O)C(CSCc1ccccc1)NC(=O)OC(C)(C)C (stereo not given),-21%,-13%,-2%,20%,-19%,-3%,0.0,-1%,-11%
Cn1nnnc1SCC(=O)N1CCN(S(=O)(=O)c2ccccc2)CC1,7%,-5%,5%,0%,4%,-5%,0.2,-5%,3%
COc1ccc(Nc2cc(Sc3ccc(OC)cc3)ncn2)cc1,18%,-18%,-1%,6%,41%[activator],-7%,-0.8,-2%,-9%
Cn1nccc1/C=C(/C#N)S(=O)(=O)c1ccccc1,?,4%,-9%,5%,17%,-2%,0.8,3%,-4%
CCCCCC(=O)O/N=C(\C)c1ccn(S(=O)(=O)c2ccccc2)c1,?,-13%,17%,10%,85%[activator],-13%,0.7,-5%,-1%
CCN(c1ccccc1)S(=O)(=O)c1ccc(F)c(C(=O)Nc2ccc(C)cc2)c1,-6%,?,.,-10%,-18%,-6%,0.2,4%,-3%[60.1 µM]

# Not all compounds are listed, so the mix of outcomes need not match the whole.
